Screening results (PubChem)
Siah-1 displacement: blockers of Siah-1 interaction with plectin peptide – biochemical, fluorescence polarization, rhodamine-plectin, uHTS, primary screen (AID 1817). actives 0.02% (n = 290,000). Siah-1 / rhodamine-plectin peptide fluorescence polarization; higher % means a stronger effect. displacement, % at 20 µM; hits with a dose series show IC50 in µM;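 active means displacement of at least 50% at 20 µM, with a fluorescence ratio check between 0.3 and a set limit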;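 further: plate controls were Siah plus tracer with DMSO for no effect and tracer alone without Siah for full effect; strong numbers were not always called active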
Myeloid diff MLP: compounds promoting myeloid differentiation; ER-HoxA9 myeloid progenitors, lysozyme-GFP differentiation, flow cytometry; calls only at 10 µM; actives 1% (n = 360,000);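 active means normalized GFP-positive differentiation at or above the plate's own cutoff, the solvent-only control mean plus 3 SD; inconclusive means no clear call, values can overlap the other calls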;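 further: cells exposed to compound for four days before flow analysis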
LYP inhibition: inhibitors of LYP phosphatase, biochemical, fluorescence intensity, uHTS (AID 1779); recombinant LYP phosphatase, fluorescence intensity; higher % means a stronger effect; inhibition, % at 11.5 µM; hits with a dose series show IC50 in µM; actives 0.054% (n = 290,000);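 further: plate controls were vehicle with enzyme for no effect and no enzyme for full effect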
HIV fusion peptide: inhibitors of HIV fusion peptide binding, primary screen, biochemical, uHTS, fluorescence dequenching (AID 1986) | actives 0.3% (n = 290,000) | cell-free peptide binding, fluorescence dequenching, 30 min; higher % means a stronger effect | inhibition, % at 20 µM; hits with a dose series show IC50 in µM; in the data active means inhibition mostly above about 52%, no sharp cut-off; inactive means mostly below about 76%; further: some results filed as inactive read as strong as hits
XIAP antagonists: small molecules displacing peptide from XIAP – biochemical, IAP family, fluorescence polarization (AID 1018) | XIAP BIR domain, fluorescence polarization peptide displacement; higher % means a stronger effect | one-dose displacement, % at 20 µM; IC50 in µM for titrated hits | actives 0.007% (n = 200,000); in the data active means displacement above about 50%; further: a part of the inactive calls stands beside numbers as strong as those of hits
HEK293 NOD2/NF-kB: NOD2 signaling inhibitors, cell-based, luminescence, uHTS, HEK293 (AID 1566); HEK293 NOD2/NF-kB luciferase reporter, luminescence; higher % means a stronger effect; inhibition, % at 4 µM; hits with a dose series show EC50 in µM; actives 0.63% (n = 290,000); further: many of its hits are not listed in these tables
Lipid droplet: hepatic lipid droplet formation modulation. AML12 mouse hepatocytes, oleate lipid droplets, BODIPY imaging. inhibition, % at 6.5 µM. actives 0.4% (n = 240,000). AID 1656;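 active means lipid droplet intensity inhibited by at least 50%, with more than 500 cells counted; inconclusive means wells with under 300 cells, treated as cytotoxic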
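System: AML12 hepatocytes (mouse). Probe or stimulus: oleic acid at 100 µM to induce lipid droplet formation. Times: overnight treatment with compound plus oleate. Detection: Image-based BODIPY and DAPI two-channel analysis. Evaluation: percent inhibition of filter-corrected integrated lipid droplet intensity per well.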
Dengue-2 NS5 capping: Dengue-2 NS5 methyltransferase inhibitors, primary screen, biochemical, confirmation dose response (AID 588689); inhibition, % at 25 µM; hits with a dose series show IC50 in µM; Dengue-2 NS5 methyltransferase capping enzyme assay, biochemical; higher % means a stronger effect; actives 0.3% (n = 340,000); in the data active means a potency from the dose series; inconclusive means inhibition above about 29% without an active follow-up result
AID2073: inhibitors of Mint1-CaV2.2 protein interaction, biochemical, HTRF (AID 2073). HTRF protein-protein interaction, Mint1-CaV2.2; higher % means a stronger effect. one-dose inhibition, % at 20 µM; IC50 in µM for titrated hits. actives 0.19% (n = 290,000); in the data active means inhibition mostly above about 51%, no sharp cut-off; inconclusive means no clear call, values can overlap the other calls; inactive means mostly below about 53%; further: some results filed as inactive read as strong as hits
Lipid droplet cells 6.5 µM: further read-out of Lipid droplet, marked with its call; cell count; measured here: cell count, cytotoxicity flag;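 cells counted across two imaged fields per well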
Dengue-2 NS5 capping pilot replicate: further read-out of Dengue-2 NS5 capping, marked with its call; inhibition, %; measured here: pilot screen replicate inhibition
Myeloid diff MLP GFP+ MAC1+ %: also measured in Myeloid diff MLP; calls as there; GFP+ MAC1+ double positive, %; measured here: differentiation confirmed by MAC1 staining
Numbers without * were called inactive; i = inactive; u = inconclusive; x = no result given. Unless noted, no stated cut-off is given here; in the data, active means inhibition above about 50%; inactive means the rest. Some of the compounds tested; rates above refer to the full screens.

SMILES	Siah-1 displacement	Myeloid diff MLP	Myeloid diff MLP GFP+ MAC1+ %	LYP inhibition	HIV fusion peptide	XIAP antagonists	HEK293 NOD2/NF-kB	Lipid droplet	Lipid droplet cells 6.5 µM	Dengue-2 NS5 capping	AID2073	others
Cc1ccc(Oc2nnc(-c3ccccc3)c3ccccc23)cc1	0%	i	1.1	-2%	-2.7%	-4.0%	-9%	x	x	9%	-3%
CCN1CC=C2C(C#N)=C(N)C(C#N)(C#N)[C@H](c3cccc(OC)c3OC)[C@H]2C1	0%	i	5.0	4%	62%*	-7.2%	-8%	-20	703	u	-8%
COc1ccc(CCn2c(N)c(C#N)c3nc4ccccc4nc32)cc1OC	-2%	i	2.1	-3%	1.8%	4.4%	-1%	6	712	-18%	5%
CCOC(=O)c1nnn(-c2nonc2N)c1COc1ccc(F)cc1	6%	i	1.9	-1%	-0.9%	-5.8%	16%	-15	716	-2%	1%
Cc1ccc(-n2c(SCC(N)=O)nc3c(oc4ccccc43)c2=O)cc1	-3%	i	1.1	-1%	-2.1%	x	-21%	-1	690	0%	13%
CCCCc1ccc(NC(=O)N[C@@H](CC(C)C)C(=O)O)cc1	1%	i	0.3	-2%	3.8%	x	-6%	-15	663	1%	-6%
O=C(Nc1ncc2c(n1)-c1ccccc1CC2)C1CC1	3%	i	0.1	1%	0.6%	-3.7%	2%	x	x	x	0%
C/C=C1\C(OC2OC(CO)C(O)C(O)C2O)OC=C(C(=O)OC)C1CC(=O)OCC1C(C)C(OC(=O)CC2C(C(=O)OC)=COC(OC3OC(CO)C(O)C(O)C3O)/C2=C\C)CC1C(CO)CO (configuration not stated)	-2%	i	2.6	-9%	12%	-3.1%	-4%	-15	642	-1%	-5%
Cc1cccc(/C=C2/Sc3ccc(C(=O)N4CCOCC4)cc3NC2=O)c1	-5%	i	1.0	3%	-0.6%	x	-16%	-7	650	u	15%
CC(=O)NCCN=C(C)c1sc2ccccc2c1O	2%	i	0.8	-2%	1.0%	-6.8%	-23%	-1	662	4%	-16%

2 entries drawn at random from those above:
SMILES	Siah-1 displacement	Myeloid diff MLP	Myeloid diff MLP GFP+ MAC1+ %	LYP inhibition	HIV fusion peptide	XIAP antagonists	HEK293 NOD2/NF-kB	Lipid droplet	Lipid droplet cells 6.5 µM	Dengue-2 NS5 capping	AID2073	others
CCOC(=O)c1nnn(-c2nonc2N)c1COc1ccc(F)cc1	6%	i	1.9	-1%	-0.9%	-5.8%	16%	-15	716	-2%	1%
O=C(Nc1ncc2c(n1)-c1ccccc1CC2)C1CC1	3%	i	0.1	1%	0.6%	-3.7%	2%	x	x	x	0%

(next part)
SMILES	Siah-1 displacement	Myeloid diff MLP	Myeloid diff MLP GFP+ MAC1+ %	LYP inhibition	HIV fusion peptide	XIAP antagonists	HEK293 NOD2/NF-kB	Lipid droplet	Lipid droplet cells 6.5 µM	Dengue-2 NS5 capping	AID2073	others
N=c1c2c3c(sc2ncn1N)CCCC3	-4%	i	1.2	-7%	-0.5%	-4.5%	-7%	3	681	-13%	4%
CC(C)N(Cc1ccccc1)C(=O)CSc1nccn1C	3%	i	0.6	-10%	1.7%	-5.1%	16%	-7	693	-10%	6%
O=C(Oc1ccc2c3c(c(=O)oc2c1)CCCC3)c1cccs1	6%	i	0.1	4%	1.0%	-1.3%	1%	12	646	3%	0%
CCOc1ccc(CNCCNC(=O)c2nonc2N)cc1	0%	i	0.0	-6%	-1.4%	-16%	12%	1	666	-13%	-3%
Cc1cccc(/C=N/n2c(-c3cc(-c4ccccc4)n[nH]3)n[nH]c2=S)c1	11%	i	0.1	1%	2.7%	0.0%	9%	19	627	-1%	-12%
NNC(=O)c1cc2nc(-c3cccs3)cc(C(F)(F)F)n2n1	-1%	i	0.1	-3%	-3.4%	-4.1%	2%	2	707	4%	9%
CNC(=O)COC(=O)/C=C/c1ccc(F)cc1	-2%	i	0.3	-1%	-0.3%	-12%	4%	-6	764	-1%	4%
COc1ccc(CCNC(=O)CC(=O)N/N=C/c2ccc(C(=O)O)cc2)cc1OC	-8%	i	0.2	-10%	-1.8%	x	-6%	4	791	x	7%
COc1ccccc1-c1coc2cc(O)cc(O)c2c1=O	0%	i	1.1	0%	0.6%	-4.6%	-13%	-4	736	7%	8%
COc1cccc(CN2CCN(C(=O)c3oc4c(F)cccc4c3C)CC2=O)c1	-3%	i	0.9	-8%	-1.1%	x	20%	0	790	2%	12%
Cc1ccc(C)c(NC(=S)N2CCN(CCO)CC2)c1	2%	i	0.6	-8%	1.4%	-4.6%	-2%	20	742	-11%	-12%
O=C(COc1ccccc1[N+](=O)[O-])Nc1ccc(Br)cc1	2%	i	0.1	-8%	-1.9%	x	6%	2	702	-21%	0%
Cc1nnc(NNS(=O)(=O)c2ccc(Cl)cc2)[nH]c1=O	2%	i	0.5	-10%	-1.9%	x	20%	5	672	-1%	-5%
COc1ccc(OCCn2cncn2)cc1	4%	i	1.7	-6%	0.2%	1.7%	4%	7	799	-3%	-6%
COc1cc(OC)cc(C(=O)N2CCCC(Nc3ccc(F)cc3)C2)c1 (configuration not stated)	-6%	i	0.4	-6%	-0.8%	x	2%	-19	857	-1%	-6%
CC1CCN(C(=O)COC(=O)[C@H](C)NS(=O)(=O)/C=C/c2ccccc2)CC1	1%	i	1.1	-9%	-0.5%	-6.1%	12%	-9	781	x	0%
O=C(Cc1ccccc1F)c1ccc(O)cc1O	1%	i	0.2	-6%	-1.6%	-5.3%	-8%	13	769	x	1%
CN(c1ccc(C(=O)Nc2ccc(CC#N)cc2)cc1)S(C)(=O)=O	-2%	i	0.1	-7%	-0.5%	-6.9%	9%	1	708	-13%	2%
Cn1c(=O)[nH]c(=O)c2c1nc(CN1CCN(c3ccc(F)cc3)CC1)n2CCN1CCOCC1	2%	i	0.3	-4%	-0.1%	x	1%	13	693	4%	4%
CCOc1ccc2[nH]c3nc(SCC(=O)NC4CC4)nnc3c2c1	-2%	i	0.4	-6%	-2.4%	x	8%	3	598	6%	2%
COc1cc(NC(=O)Cn2c(=O)n(-c3cccc(C)c3)c(=O)c3c(C)c(C)sc32)cc(OC)c1	-5%	i	1.7	-15%	0.6%	-6.4%	9%	-12	723	1%	6%
O=C(OCC(=O)N1CCOCC1)c1ccccc1Br	5%	i	2.0	-9%	0.8%	x	x	1	851	-4%	2%
Cc1ccc(-c2nc(CS(=O)CC(=O)NC3CCC(C)CC3)c(C)o2)cc1 (configuration not stated)	1%	i	6.2	7%	3.1%	-5.9%	-7%	x	x	-1%	13%
Cc1cc2cc(CN(Cc3cccs3)C(=S)NCc3ccco3)c(=O)[nH]c2cc1C	20%	i	1.1	11%	19%	-9.0%	1%	12	614	-4%	-12%
COc1ccc(CN(CC(=O)NCc2ccco2)C(=O)CNS(=O)(=O)c2ccc(C)cc2)cc1	-1%	u	x	-4%	-1.0%	x	8%	-13	803	-6%	-1%
C#CCOCCOCCOCCNc1nc(N2CCN(C(=O)[C@H]([C@@H](C)CC)n3cc(CCCN=C(N)N)nn3)CC2)nc(N2CCN(C(=O)[C@H](C)n3cc(CCCN=C(N)N)nn3)CC2)n1	2%	x	x	-6%	-0.3%	-5.9%	2%	-1	728	x	-7%
S=C(NCc1ccncc1)Nc1ccccc1	4%	i	0.5	-2%	-1.1%	1.0%	16%	1	666	-12%	-4%
N#CC1=C(SCC(=O)c2cc3ccccc3oc2=O)NC(=O)C(C#N)C12CCCC2 (configuration not stated)	-3%	i	2.3	3%	56%	-10%	-6%	4	672	x	0%
CCN1C(=O)c2cccc3c(S(=O)(=O)NCc4ccccn4)ccc1c23	0%	i	1.0	-5%	-0.3%	-0.8%	-16%	-3	664	9%	u
COc1ccc(Br)cc1C(=O)Nc1cccc(NC(=O)c2ccco2)c1	-1%	i	0.5	-1%	-1.7%	-2.7%	14%	x	x	4%	7%
Cc1cc[n+](CC(=O)c2ccc(NC(=O)c3ccccc3)cc2)cc1	6%	i	0.2	-4%	-1.5%	-5.7%	-8%	6	711	-9%	14%
CC(=O)Nc1ccc(S(=O)(=O)Oc2cccc(/C=C3\SC(N)=NC3=O)c2)cc1	-4%	i	0.1	-3%	-1.9%	-5.6%	3%	0	757	-1%	58%
CC1CCCCN1C(=O)C(=O)c1cn(CC(=O)N2CCCC2)c2ccccc12 (configuration not stated)	-5%	i	7.5	-6%	-2.3%	x	5%	13	711	-3%	13%
CC(O)c1nc2ccccc2n1Cc1ccc([N+](=O)[O-])cc1 (configuration not stated)	3%	i	0.5	-1%	1.6%	-5.3%	4%	-7	619	-4%	3%
COc1cc(-c2nnc(Sc3ccc(C(F)(F)F)cc3[N+](=O)[O-])o2)cc(OC)c1OC	0%	i	9.6	-1%	1.1%	-2.7%	-3%	-9	714	-11%	3%
COC(=O)c1cc(CSc2nnc(-c3ccccc3)c(-c3ccccc3)n2)oc1C	-4%	i	0.7	8%	-0.5%	-13%	32%	x	x	9%	-1%
Cc1cc(=O)oc(C)c1C(=O)N1CCN(Cc2ccc3c(c2)OCO3)CC1	0%	i	0.7	-9%	-1.6%	-15%	12%	x	x	-2%	2%
CC1CCCC(NC(=O)COC(=O)c2ccccc2Sc2ccccc2C#N)C1C (configuration not stated)	2%	i	0.3	-1%	1.6%	-6.2%	-10%	7	544	-3%	2%
O=C(CSc1nnc(-c2cccs2)o1)NCC1CN(Cc2ccccc2)CCO1 (configuration not stated)	0%	i	0.4	-7%	-1.2%	-3.1%	2%	-19	777	-2%	-1%	Dengue-2 NS5 capping pilot replicate=-4.2
C/C(=N\NC(=O)c1ccccc1[N+](=O)[O-])c1c(O)cc(C)oc1=O	12%	i	0.3	-7%	0.1%	-0.8%	14%	1	714	4%	3%
COc1ccc(C(=O)C2CCN(CC(=O)NCc3ccccc3)CC2)cc1	-1%	i	1.0	-15%	2.0%	x	-8%	1	697	2%	-6%
O=C(CN1CCCc2ccccc21)N/N=C/c1c(O)ccc2ccccc12	3%	i	2.3	14%	6.0%	-12%	7%	-1	594	22%	8%
Cc1cc(NC(=O)COC(=O)COc2ccc3c4c(c(=O)oc3c2)CCC4)no1	7%	i	0.3	-1%	0.3%	-1.6%	-7%	30	673	1%	0%
CNC(=O)c1sc(SC)cc1-c1ccc(Cl)cc1	-2%	i	0.5	-4%	-2.1%	-4.9%	22%	x	x	0%	3%
COc1ccc(Nc2cc(C)c3c(O)cccc3n2)cc1	-4%	i	0.2	0%	-2.7%	x	-47%	4	607	-6%	6%
Cc1ccc(NC(=O)Nc2ccno2)cc1	11%	i	0.6	-4%	2.2%	x	30%	1	717	x	4%
CCc1nnc(NS(=O)(=O)c2ccc(N/C=C\C(=O)c3cccc(OC)c3)cc2)s1	9%	i	0.2	-2%	25%	16%	5%	6	532	-4%	18%
